# High-throughput results from PubChem.
# ROC1-CUL1 inh – human ROC1-CUL1 E3 ligase inhibition; P62877+Q13616; in vitro K48 di-Ub FRET, acceptor:donor ratio, 45 min; inhibition, % at 10 µM; hit rate 0.6% among 140,000; in the data active = inhibition above about 25%
# Target sequence (P62877 whole entry, looked up): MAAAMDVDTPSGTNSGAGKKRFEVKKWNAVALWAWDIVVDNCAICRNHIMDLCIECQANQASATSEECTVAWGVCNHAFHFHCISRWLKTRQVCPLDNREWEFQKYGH
# Target sequence (Q13616 whole entry, looked up): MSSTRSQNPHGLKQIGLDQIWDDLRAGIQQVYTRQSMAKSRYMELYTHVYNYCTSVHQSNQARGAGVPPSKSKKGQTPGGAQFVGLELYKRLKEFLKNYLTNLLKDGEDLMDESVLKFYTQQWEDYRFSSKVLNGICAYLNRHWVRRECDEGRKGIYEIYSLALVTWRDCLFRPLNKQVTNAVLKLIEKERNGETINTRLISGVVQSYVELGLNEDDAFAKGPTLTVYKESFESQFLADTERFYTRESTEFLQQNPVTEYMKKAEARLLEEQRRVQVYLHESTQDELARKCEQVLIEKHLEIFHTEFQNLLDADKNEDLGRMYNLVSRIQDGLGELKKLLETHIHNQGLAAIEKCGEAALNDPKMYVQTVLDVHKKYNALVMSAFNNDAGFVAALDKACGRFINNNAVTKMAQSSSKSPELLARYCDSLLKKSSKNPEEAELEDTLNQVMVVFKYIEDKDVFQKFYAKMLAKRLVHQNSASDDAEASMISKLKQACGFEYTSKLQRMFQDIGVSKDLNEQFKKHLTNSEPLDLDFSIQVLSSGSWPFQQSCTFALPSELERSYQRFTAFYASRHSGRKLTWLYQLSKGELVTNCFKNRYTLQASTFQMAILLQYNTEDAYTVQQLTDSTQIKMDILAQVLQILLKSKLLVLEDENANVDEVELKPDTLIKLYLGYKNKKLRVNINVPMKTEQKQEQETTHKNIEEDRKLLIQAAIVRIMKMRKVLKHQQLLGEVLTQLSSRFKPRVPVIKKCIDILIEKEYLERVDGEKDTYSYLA
# * = called active by the depositor. Not all compounds are listed; count on the stated rates, not on these rows.
Molecule | ROC1-CUL1 inh
O=C1c2ccccc2NC(c2cccc([N+](=O)[O-])c2)N1c1ccc(Cl)c(Cl)c1 (stereo unspecified) | -2.7
CCN1CCC(NC(=O)c2cc(OC)cc(OC)c2)CC1 | 3.9
COc1ccc(OC)c(CNC(=O)CCCn2ccc3cc(S(=O)(=O)N4CCCC4)ccc32)c1 | -6.0
Cc1oc2ncn(CC(C)C)c(=O)c2c1C(=O)NCCCN1CCCCC1 | -0.7
CSc1nc(N)cc(NOCC2OC(O)C(O)C(O)C2O)n1 (stereo unspecified) | -7.4
CC(C)c1ccc(NC(=O)CN(C)S(=O)(=O)c2ccc3c(c2)c(=O)n(C)c(=O)n3C)cc1 | -11.9
COc1ccc(CNCCc2n[nH]c(C)n2)c(OCC(O)CN2CCCC2)c1 (stereo unspecified) | -4.8
CSCCC(NC(=O)c1ccccc1)C(=O)N/N=C/c1ccc(N(C)C)cc1 (stereo unspecified) | -2.9
CCOc1ccc(CCNCc2c(C(=O)O)c(C)n(Cc3ccccc3F)c2C)cc1 | 0.1
N#Cc1ccccc1COc1ccccc1C1c2cc3c(cc2OC(=N)C1C#N)OCO3 (stereo unspecified) | -8.7
CCCn1c2ccccc2c2cnn(CC(=O)N3CCC(C(=O)OCC)CC3)c(=O)c21 | -0.8
Cc1cc(Cl)ccc1NS(=O)(=O)c1ccc2c(c1)CC(C)N2C(=O)C1CCC1 (stereo unspecified) | -6.2
CCc1ccccc1NC(=O)c1cc(-c2ccc3c(c2)OCO3)on1 | -5.1
COc1ccccc1Nc1nn2c(=O)c3ccc(C(=O)NC(C)c4ccccc4)cc3nc2s1 (stereo unspecified) | -13.6
Cc1ccc(OCC(=O)NN=C2c3ccccc3-c3ccccc32)cc1 | -0.3
CC(=O)N1c2ccccc2CC1C(=O)N1CCN(c2cccc(Cl)c2)CC1 (stereo unspecified) | -8.5
Cc1ccc2nc(Nc3cccc(C(F)(F)F)c3)c3nnnn3c2c1 | -0.8
COc1ccc(C2c3c(n[nH]c3-c3ccccc3)OC(=N)C2C#N)c2ccccc12 (stereo unspecified) | 2.0
Cc1ccccc1OCC(=O)Nc1ccccc1C(=O)NCC(C)C | -0.7
Cc1cccc(C(=O)Nc2cnc3sc(C(C)C)nn3c2=O)c1 | 0.7

# An excerpt taken from the entries so far, as a working copy:
Molecule | ROC1-CUL1 inh
CC(=O)N1c2ccccc2CC1C(=O)N1CCN(c2cccc(Cl)c2)CC1 (stereo unspecified) | -8.5
Cc1ccc2nc(Nc3cccc(C(F)(F)F)c3)c3nnnn3c2c1 | -0.8
COc1ccc(C2c3c(n[nH]c3-c3ccccc3)OC(=N)C2C#N)c2ccccc12 (stereo unspecified) | 2.0
Cc1ccccc1OCC(=O)Nc1ccccc1C(=O)NCC(C)C | -0.7

# Remaining list, next part
Molecule | ROC1-CUL1 inh
Cc1ccc(-n2nnnc2-c2cnoc2-c2ccc(F)cc2)cc1 | 0.2
COCC(=O)Nc1cc(C(=O)N(C)Cc2ccc3nccnc3c2)c2c(c1)nc(C1CCC1)n2C | 1.1
COc1ccc(NC(=O)c2cn(CC(C)C)c(=O)c3cc(OC)c(OC)cc23)cc1Cl | -4.0
CN1CC(=O)Nc2ccc(F)cc2C1=O | 1.2
Cc1ccc(NC(=O)Cn2c(=O)n(Cc3nc(-c4ccccc4)no3)c(=O)c3ccccc32)cc1C | -3.5
CCCN=C1C(=O)NC(=O)N(Cc2ccccc2)C1N (stereo unspecified) | -0.6
Cc1ccccc1C(=O)NC(=S)Nc1cccc(C)c1C | -1.6
CCc1ccc(NC(=O)CSc2nnc(-c3ccc(N)cc3)n2C)cc1 | 7.5
Cc1ccccc1C(=O)OC1OC(=O)C(Cl)C1=Nc1ccc(Oc2ccccc2)cc1 (stereo unspecified) | 5.1
Cc1ccccc1C1(CC(=O)N2CCC(c3ccc(F)cc3)C2)CC(=O)N(Cc2cccnc2)C1=O (stereo unspecified) | 3.8
COc1ccc(/C=C/C(=O)Nc2nc3n(n2)C(c2ccc(F)cc2)CC(c2ccccc2)=N3)cc1 (stereo unspecified) | -3.6
O=C(Nc1nnc(S(=O)(=O)N2CCOCC2)s1)c1ccc(F)cc1 | -7.4
Cc1ccc(CCNC(=O)c2cc(-c3ccc(Cl)cc3)n[nH]2)cc1 | -5.0
O=C1c2ccccc2C(=O)N1NC(=S)Nc1ccccc1 | -0.8
CC(=O)c1nn(-c2ccc(Br)cc2)cc1C(=O)c1ccccc1 | -1.7
O=C(Nc1ncc(CN2CCOCC2)s1)C(c1ccccc1)c1ccccc1 | -2.5
COc1ccc(CCNC(=O)CCCn2c(=O)c3cccn3c3cccnc32)cc1OC | -1.1
NC(=O)CSc1nc2c(oc3ccccc32)c(=O)n1-c1ccccc1F | 3.0
Cc1cccc(C(=O)NC(c2nnc(SCC(=O)Nc3nc(-c4ccccc4)cs3)n2C)C(C)C)c1 (stereo unspecified) | -0.8
O=C(Nc1cccc(-n2cccn2)c1)C1CCCN1C(=O)c1cccs1 (stereo unspecified) | 10.4

# Other records.
Molecule | ROC1-CUL1 inh
COCc1ccc(C(=O)NCc2c(C)ncc3c2CCN(C(=O)c2cc4ccccc4[nH]2)C3)o1 | -8.2
CCOC(=O)Cc1csc(NC(NC(=O)OCC)(C(F)(F)F)C(F)(F)F)n1 | 3.4
COc1ccc(N2CC(C(=O)N/N=C/c3ccccc3OCc3ccccc3Cl)CC2=O)cc1 (stereo unspecified) | -4.3
COc1ccc2ccccc2c1/C=N/NC(=O)c1cc(C)[nH]n1 | -1.2
O=C(c1ccccc1)c1c(N2CCCCC2)c(=O)c1=O | 5.6
CCC1CCC(NC(=O)Nc2ccc3c(c2)OCO3)CC1 (stereo unspecified) | 13.3
CO[C@H]1[C@H](NC(=O)Cc2ccccc2)c2ccccc2C12CCN(C(=O)c1cc(C)ccc1C)CC2 | 7.5
COc1cc(OC)c(C(=O)Nc2cccc(C)c2)cc1OC | -0.4
Cc1nccn1CCCN1C(=O)CNC1=S | -2.8
CC(C)(C)C(=O)NC1(C(F)(F)F)C(=O)N=C2C1C(=O)NC(=O)N2c1ccccc1 (stereo unspecified) | -4.1
Cc1ccc(C2(c3ccc(C)cc3)SCCS2)cc1 | -0.2
Cc1cc(OCCc2c(C)n[nH]c2C)cc(C)c1Cl | -1.4
Clc1ccc(-c2nn[nH]n2)cc1 | -4.7
COc1ccc(OCc2nc(-c3ccc(-n4cccc4)cc3)no2)cc1 | -1.7
Cc1cccc(C(=O)Nc2ccc(OCc3cc(=O)n4c5c(sc4n3)CCCC5)cc2)c1 | 9.5
CCSC(=Nc1ccccc1)N1CCOCC1 | 5.3
ON=C1C(=Cc2ccco2)N2CCC1CC2 | -3.9
CCOC(=O)N1CCN(CC(O)COc2cccc(OC)c2)CC1 (stereo unspecified) | -5.3
CC1CCN(S(=O)(=O)c2ccc(NC(=O)Cc3ccccc3)cc2)CC1 | -13.3
CC(C)(C)CC(C)(C)c1ccc(OCC(=O)Nc2ccc(S(=O)(=O)Nc3ncccn3)cc2)cc1 | -2.5

# (next part)
Molecule | ROC1-CUL1 inh
Cc1ccc(-c2cc(C(=O)Nc3ccc(SC(F)F)cc3)no2)cc1F | -4.2
Cn1c(=O)c2c(=O)cc(NNC(=O)C(C)(C)C)[nH]c2n(C)c1=O | 9.1
COc1ccc(C)cc1NS(=O)(=O)Cc1cccc(C)c1 | 6.2
O=C(Nc1ccc(Br)c(Br)c1)C1CCCO1 (stereo unspecified) | -3.7
CCCCNC(=O)CCc1c(C)nc2c(c(C)nn2-c2ccccc2)c1C | -10.2
Cc1c(Cl)cccc1N1CC(C(=O)Nc2cccc(C(F)(F)F)c2)CC1=O (stereo unspecified) | 0.2
Cc1ccc(Cl)cc1N1CCN(C(=O)CC23CC4CC(CC(C4)C2)C3)CC1 | -9.2
CN(Cc1ccccc1)C(=O)Nc1ccc(Cl)cc1 | 6.2
CC1(O)CCCCC1(C)S(=O)(=O)c1ccccc1 (stereo unspecified) | -6.2
CCCCNC(=O)c1ccc(OC)c(I)c1 | -1.9
CCOCCCn1c(SCC(=O)Nc2cc(C)ccc2C)nc2c(oc3ccccc32)c1=O | 2.6
CC1(C)CC(=O)C2C(=NC3=C(C(=O)CC(C)(C)C3)C2c2cc(Cl)c(O)c(Cl)c2)C1 (stereo unspecified) | 2.7
CCOC(=O)CN(C)C(=O)C1(N2CCCCC2)Cc2ccccc2C1 | 4.0
O=C(N/N=C/c1ccncc1)C12CC3CC(CC(C3)C1)C2 | -6.0
COc1ccc(-c2cc(C(F)(F)F)n3nc(C(=O)NCc4ccco4)c(Br)c3n2)cc1 | 28.9*
C=CCNC(=O)c1ccc(OC(C)C)c(Br)c1 | 0.6
O=S(=O)(NC(c1ccccc1)(c1cc2ccccc2[nH]1)c1cc2ccccc2n1S(=O)(=O)c1ccccc1)c1ccccc1 (stereo unspecified) | 3.5
CS(=O)(=O)N1CCC(C(=O)Nc2cccc(C(F)(F)F)c2)CC1 | -6.7
COc1cccc(N2C(=O)CN(C(=O)COc3ccc(C)cc3)CC2C)c1 (stereo unspecified) | 1.3
Cc1cc(N2C[C@H]3OC(=O)N(CCCc4ccc(F)cc4)[C@H]3C2)nc(N)n1 | 1.9

# A draw from above in order of molecular weight, rising.
Molecule | ROC1-CUL1 inh
CN(Cc1ccccc1)C(=O)Nc1ccc(Cl)cc1 | 6.2
O=C(Nc1ccc(Br)c(Br)c1)C1CCCO1 (stereo unspecified) | -3.7
CC1(C)CC(=O)C2C(=NC3=C(C(=O)CC(C)(C)C3)C2c2cc(Cl)c(O)c(Cl)c2)C1 (stereo unspecified) | 2.7
CCOCCCn1c(SCC(=O)Nc2cc(C)ccc2C)nc2c(oc3ccccc32)c1=O | 2.6
O=S(=O)(NC(c1ccccc1)(c1cc2ccccc2[nH]1)c1cc2ccccc2n1S(=O)(=O)c1ccccc1)c1ccccc1 (stereo unspecified) | 3.5

# More compounds
Molecule | ROC1-CUL1 inh
C=CCOc1ccccc1/C=c1/sc2n(c1=O)C(c1ccc(SC)cc1)C(C(=O)OCC)=C(c1ccccc1)N=2 (stereo unspecified) | 5.0
COc1cccc(CCC2CCCN(C(=O)c3cc(C)[nH]n3)C2)c1 (stereo unspecified) | -0.9
Cn1cccc1/C=C(/C#N)C(N)=S | -3.1
CCc1ccc(S(=O)(=O)c2nnn3c2nc(N2CCN(CC)CC2)c2sccc23)cc1 | -2.3
COc1nc2ccccc2c2c1sc1ccccc12 | -1.2
O=C1CC(N2CCN(C34CC5CC(CC(C5)C3)C4)CC2)C(=O)N1c1ccc(Cl)cc1 (stereo unspecified) | 3.9
Cc1ccnc(NS(=O)(=O)c2ccc(NC(=O)c3cc(=O)c4ccc(C)c(C)c4o3)cc2)n1 | 2.5
CC(C)(c1ccccc1)c1ccc(OS(=O)(=O)c2cc(Cl)ccc2Cl)cc1 | -4.7
CC1CN(C(=O)N2CCC(C(=O)NCc3ccco3)CC2)c2ccccc2O1 (stereo unspecified) | -0.7
O=C(COc1ccccc1)NCC(c1cccs1)S(=O)(=O)c1ccc(Cl)cc1 (stereo unspecified) | -1.6
CN(C)S(=O)(=O)c1ccc(C(=O)NCCSc2ccccc2)cc1 | 0.2
COc1ccc(CCNc2nc3c(c(=O)n(C)c(=O)n3C)n2Cc2ccc(F)cc2)cc1OC | 7.7
O=c1c2oc3ccccc3c2n(Cc2ccccc2F)c(=O)n1Cc1ccco1 | -9.4
CCN(CC1CCCO1)C(=O)C1CCCN(c2nc(C)c3ccc(OC)cc3n2)C1 (stereo unspecified) | 0.5
Nc1nnc(SCC(=O)N2c3ccccc3Sc3ccccc32)s1 | 8.9
Cc1ccc(NC(=O)Cn2c(=O)n(-c3ccccc3)c(=O)c3ccc(C(=O)NCc4ccc5c(c4)OCO5)cc32)cc1 | -8.5
COCc1cc(=O)[nH]c(SCC(=O)Nc2ccc(Cl)c(Cl)c2)n1 | 6.5
CCCC1=NN2C(=N)/C(=C/c3ccccc3OCCOc3ccc(C)c(C)c3)C(=O)N=C2S1 | 8.7
Cc1ccc2c(c1)CC(C)N2S(=O)(=O)c1nnc(NC(=O)CC(C)C)s1 (stereo unspecified) | -0.6
CN(Cc1cnn(C)c1)c1nncc(-c2cccc(Cl)c2)n1 | 4.2

# Remaining list, next part
Compound | ROC1-CUL1 inh
CCOC(=O)c1c(NC(=O)CCN2CCC(C)CC2)sc2c1CCC2 | 10.9
CN1CCN(C(=O)c2ccc(CN(c3ccccc3)S(=O)(=O)c3ccccc3)cc2)CC1 | 2.8
CN1CCN(Cc2c(O)ccc3c2oc(=O)c2ccccc23)CC1 | 8.7
COC(=O)C1CCN(C(=O)c2cc(-c3ccccc3)nc3ccccc23)CC1 | -7.3
Cc1ccc(-c2nnc(N3CCCC3)c3ccccc23)cc1C | -8.5
CCOC(=O)N1CCc2c(sc3c2c(=O)n(-c2ccc(CC)cc2)c(=O)n3Cc2cccc(Cl)c2)C1 | -9.8
CC(=O)Nc1ccccc1-c1nc2ccccc2nc1OCC(=O)c1ccc(Br)cc1 | 5.3
CC(C)(C)OC(=O)N1CCC(c2c(C(=O)N3CCCCC3)cnn2-c2ccc(Cl)cc2)CC1 | 3.7
CCOC(=O)c1sc2nccc(N(C)C)c2c1N=CN(C)C | 2.6
O=C1CCCCN1CCNc1nncc(-c2ccccc2F)n1 | -5.7
Cn1c(C(=O)Nc2cccc(C(F)(F)F)c2)cc2c(=O)n3ccccc3nc21 | 1.5
S=c1nc(-c2ccc(Br)cc2)n(Cc2ccco2)c2c1CCCC2 | 11.0
COc1cc(C=C2C(=O)NC(=S)NC2=O)ccc1OC(=O)c1cccc(F)c1 | 1.7
CCOc1ccc(C(=O)NCc2ccc(C)cc2)cc1 | -5.2
CC(C)(C)c1ccc(OCc2nnc(NC(=O)c3ccc(Cl)c(Cl)c3)s2)cc1 | 3.4
CN(Cc1ccon1)c1ccc(C(=O)N2CCCC(c3ccccc3)CC2)cn1 (stereo unspecified) | -7.2
CC(C)C(=O)NC(=S)Nc1ccc(Br)cc1 | -2.2
Cc1ccccc1CC1C(=O)Nc2ccc(Br)cc21 (stereo unspecified) | -7.2
COc1ccc2c(c1)c1c(c(=O)n(-c3ccccc3C)c(=O)n1Cc1ccccc1C)n2C | 0.0
Cc1cn2c(nc3c2c(=O)n(CCC(C)C)c(=O)n3C)o1 | 1.2
CSCCOC(=O)C1C(C)=NC(=O)NC1c1ccc(C)cc1 (stereo unspecified) | 3.2
CN1CCCC2(CCN(C(=O)c3scc4c3CCCC4)C2)C1=O (stereo unspecified) | 1.2
O=S(=O)(NCC(c1ccco1)N1CCOCC1)c1cc(F)ccc1F (stereo unspecified) | -6.6
COc1ccc(-c2[nH]ncc2CN(C)CC2COCCO2)cc1F (stereo unspecified) | -7.1
